FBW7 activator: activators of human E3 ligase FBW7; Q969H0; AlphaScreen FBW7–phospho-cyclin E peptide binding, activator screen; normalized activity (activation), % at 26.1 µM; hit rate 0.13% among 650,000; in the data active means normalized activity above about 1.9%;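 further: purified mutant Fbw7 with reduced substrate affinity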
MITF primary: human MITF inhibition, primary screen | AlphaScreen MITF homodimerization, bead proximity signal | hit rate 0.91% among 650,000 | inhibition, % at 2.6 µM | O75030; in the data active means inhibition above about 50%;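 further: 0% = vehicle wells with protein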
Target sequence (O75030 whole entry, looked up): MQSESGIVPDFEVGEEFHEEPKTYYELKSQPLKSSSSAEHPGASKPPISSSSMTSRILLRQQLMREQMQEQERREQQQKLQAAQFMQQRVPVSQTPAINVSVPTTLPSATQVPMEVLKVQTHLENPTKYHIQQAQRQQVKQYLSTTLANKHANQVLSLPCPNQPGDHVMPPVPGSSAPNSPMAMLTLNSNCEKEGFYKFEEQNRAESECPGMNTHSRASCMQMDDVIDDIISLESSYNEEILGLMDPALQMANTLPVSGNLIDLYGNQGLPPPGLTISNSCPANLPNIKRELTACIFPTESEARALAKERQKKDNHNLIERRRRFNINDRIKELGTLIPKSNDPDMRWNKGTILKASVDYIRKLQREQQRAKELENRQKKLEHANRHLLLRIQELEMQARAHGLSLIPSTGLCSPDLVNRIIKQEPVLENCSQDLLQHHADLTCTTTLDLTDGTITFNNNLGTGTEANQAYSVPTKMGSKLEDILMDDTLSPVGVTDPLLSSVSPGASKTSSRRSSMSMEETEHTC
TEAD-YAP block: TEAD-YAP interaction inhibition; hit rate 1.4% among 640,000; inhibition, % at 9.12 µM; HEK-TIYL cells, TEAD-Gal4/YAP UAS-luciferase luminescence; in the data active means inhibition above about 32%;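 further: 0% = median of test compound wells and 100% = reference inhibitor wells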
GPR151 ag: activators of human GPR151; Q8TDV0; PathHunter beta-arrestin GPR151 cells, luminescence; activation, % at 11.2 µM; hit rate 1% among 650,000; AID 1508602; in the data active means activation above about 4.9%;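 further: 0% = median of compound wells and 100% = cells with positive control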
Target sequence (Q8TDV0 whole entry, looked up): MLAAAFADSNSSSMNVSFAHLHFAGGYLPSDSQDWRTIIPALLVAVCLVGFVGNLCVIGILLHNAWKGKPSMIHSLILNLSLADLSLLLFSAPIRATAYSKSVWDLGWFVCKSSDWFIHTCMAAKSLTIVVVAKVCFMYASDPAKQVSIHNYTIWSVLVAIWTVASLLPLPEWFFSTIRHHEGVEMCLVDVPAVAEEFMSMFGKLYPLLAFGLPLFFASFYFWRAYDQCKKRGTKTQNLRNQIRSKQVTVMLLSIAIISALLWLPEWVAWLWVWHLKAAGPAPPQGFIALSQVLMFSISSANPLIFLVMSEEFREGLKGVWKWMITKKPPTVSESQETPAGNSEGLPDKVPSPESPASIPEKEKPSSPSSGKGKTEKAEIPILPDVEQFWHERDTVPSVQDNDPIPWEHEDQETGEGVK
Starred values were filed as active, the others as inactive; x = no result given. The order is random. About 3.4% of those tested had a hit in this group.

SMILES	FBW7 activator	MITF primary	TEAD-YAP block	GPR151 ag
COC(=O)c1ccccc1-c1ccc(/C=C2/C(=N)N3N=C(COc4ccccc4)SC3=NC2=O)o1	0.6	6	-1	-0.7
COc1ccc(C2CC(=O)C3=C(C2)NC(C)=C(C(=O)OCc2ccccc2)C3c2ccc(Br)cc2)cc1 (stereo not given)	-0.1	-3	-6	1.3
COc1ccc(C(=O)COC(=O)COc2ccc3ccccc3c2)c(OC)c1	0.1	-16	9	1.0
O=C(CN1C(=O)c2cccc3cccc(c23)C1=O)OCc1cccc2c1OCO2	0.0	5	10	2.5
Cc1sc2ncn(CC(=O)N(C)Cc3ccccc3)c(=O)c2c1S(=O)(=O)N1CCOCC1	0.0	0	-3	1.8
CCSc1ncc(Cl)c(C(=O)Nc2ccccc2C)n1	0.2	6	7	0.4
CN(C(=O)CC1C(=O)NCCN1Cc1ccc(F)c(F)c1)C1CCCCC1 (stereo not given)	-0.2	-7	-1	-0.4
Cc1ccc(-c2cc(-c3ccccc3)c(C#N)c(SCCS(=O)Cc3ccccc3)n2)cc1 (stereo not given)	0.1	2	5	0.2
O=C(CSc1nc2ccccc2c(=O)n1CCC1=CCCCC1)NCc1ccco1	0.1	-3	-11	0.5
O=C(Nc1cccc2nsnc12)c1cccnc1	0.2	-3	-3	-1.8

The last 5 records of the part above open the next one.
SMILES	FBW7 activator	MITF primary	TEAD-YAP block	GPR151 ag
CCSc1ncc(Cl)c(C(=O)Nc2ccccc2C)n1	0.2	6	7	0.4
CN(C(=O)CC1C(=O)NCCN1Cc1ccc(F)c(F)c1)C1CCCCC1 (stereo not given)	-0.2	-7	-1	-0.4
Cc1ccc(-c2cc(-c3ccccc3)c(C#N)c(SCCS(=O)Cc3ccccc3)n2)cc1 (stereo not given)	0.1	2	5	0.2
O=C(CSc1nc2ccccc2c(=O)n1CCC1=CCCCC1)NCc1ccco1	0.1	-3	-11	0.5
O=C(Nc1cccc2nsnc12)c1cccnc1	0.2	-3	-3	-1.8
O=C1Nc2ccccc2O/C1=C1/C(=O)Nc2ccccc21	0.0	9	-11	2.3
CC(Sc1nc(N)cc(N)n1)C(=O)O (stereo not given)	0.1	14	10	-0.9
O=C(NCCOc1ccccc1)c1cnc(N2CCN(c3ccccn3)CC2)s1	0.0	3	-5	7.6*
CCCCn1c(SCC(=O)Nc2cccc(F)c2)nc2c(oc3ccccc32)c1=O	0.2	-11	8	0.2
CCOC(=O)c1sc2nc(SCc3ccc(C)cc3)n(CC3CCCO3)c(=O)c2c1C (stereo not given)	0.0	-16	-2	0.1
CCCOc1ccc(/C=N/Nc2cc(N3CCOCC3)ncn2)c(O)c1	-0.9	23	-4	0.9
Nc1nnc(CCSc2ccc(Br)cc2)s1	0.6	12	-1	-0.3
O=C1Nc2ccccc2N(O)N1c1cc(-c2ccccc2Cl)no1	0.1	-18	0	-1.6
O=[N+]([O-])c1ccc(-c2cn(Cc3ccccc3)cn2)cc1	-0.2	-1	-82	-0.3
c1ccc(CNc2nc3ccccc3n2CCN2CCCCC2)nc1	-0.1	-8	-6	0.2
CCC(NCC(O)Cn1c2ccccc2c2ccccc21)C(=O)O (stereo not given)	0.1	-4	8	0.6
Cc1ccccc1Cn1c(C)c(C=C2C(=O)NC(=O)NC2=O)c2ccccc21	-1.2	1	-11	3.6
CC(=O)c1ccc(NC(=O)Cn2cnc([N+](=O)[O-])n2)cc1	-0.1	-10	-17	2.0
COc1cc2nc(-c3ccccc3)nc(Nc3ccc(OCCN4CCCCC4)cc3)c2cc1OC	-0.1	-4	-10	-2.1
COCCCNC(=O)c1ccc(CNC(=O)c2ccc(Br)cc2)cc1	0.3	4	-11	0.5
COc1ccc(C(=O)CSc2nnc(Nc3ccccc3F)s2)cc1OC	0.1	-8	-9	1.0
CC1CCc2c(sc(NC(=O)Cn3nc(C(=O)O)c4ccccc4c3=O)c2C#N)C1 (stereo not given)	0.1	6	19	-1.6
Cc1ccc(NCCNS(=O)(=O)c2ccccc2Cl)nn1	0.4	-4	7	-0.3
C=CCN1c2ccccc2[C@]23CCC(=O)N(CC4CC4)C2=NC(C(=O)OC)=C(C(=O)OC)[C@H]13	0.0	3	x	2.8
CC(C)(CO)NC(=O)CC1C(=O)NCCN1Cc1ccc(-c2ccccc2)cc1 (stereo not given)	0.3	17	-7	-1.9
C=CCOC(=O)C1CC=CCC1C(=O)Oc1ccc(F)cc1F (stereo not given)	0.0	-2	-1	-0.6
Cc1cc(/C=N/NC(N)=O)c(C)n1C1CCCCC1	-0.2	1	7	-0.3
CCOC(=O)c1cc(NC(=O)Nc2ccc(C)cc2C)c(C)nc1C	-0.1	-10	7	0.2
CCC1CCCCN1S(=O)(=O)c1ccc2c(c1)CCN2C(C)=O (stereo not given)	-0.1	9	-12	-0.3
O=C(Cn1nnnc1CN1CCCCCC1)N1CCCCC1CCc1ccccn1 (stereo not given)	0.2	15	-10	0.1
Cc1ccc(C)c(-c2csc(-c3cc4ccccc4oc3=O)n2)c1	0.0	-38	-12	1.0
Cc1ccc(S(=O)(=O)Nc2cc(Cl)c(Cl)cc2Cl)cc1	-0.1	0	1	-0.8
c1ccc2c(c1)OCC(c1nc3ccc(-c4cn[nH]c4)cc3s1)O2 (stereo not given)	0.2	7	-80	-1.7
COc1ccccc1NC(=O)CCCC(=O)Nc1ccccc1OC	-0.1	0	6	-0.4
COc1ccccc1C(=O)NC(=S)Nc1ccc([N+](=O)[O-])cc1	-0.3	8	-2	1.4
O=C(Cc1cccc(Cl)c1)NCC1CCC2(CCN(C(=O)c3ccccn3)CC2)O1 (stereo not given)	0.3	4	-10	0.5
O=C(O)c1cc(N2C(=O)C3C4CCC(C4)C3C2=O)ccc1Cl (stereo not given)	0.1	-9	1	1.7
COc1ccc(Cl)cc1-n1c(=S)sc2c(=O)n(-c3ccc(F)cc3)c(SCc3cccnc3)nc21	0.0	14	-2	2.4
Cc1c(C(=O)NC2CCCCC2)sc2ncn(C)c(=O)c12	1.1	10	-9	-1.4
Nc1nc(NC2CCC(O)CC2)cc(NC2CC2)n1 (stereo not given)	-0.1	11	0	1.3
O=c1[nH]c2ccc(S(=O)(=O)N3CCC(Cc4ccccc4)CC3)cc2[nH]1	0.4	5	1	0.8
COc1ccccc1CC(=O)Nc1cnn(CC(=O)N2CCSCC2)c1	0.0	0	-13	-0.6
CC(C)(C)NC(=O)C1Cc2ccccc2CN1S(=O)(=O)c1ccc(F)cc1 (stereo not given)	0.0	-9	1	-0.2
CCN(CC)S(=O)(=O)c1ccc(NC(=O)c2ccccn2)cc1	0.0	-6	-40	-5.2
CCC(=O)c1cc2c(cc1NC(=O)c1ccccc1)OCCO2	-0.1	10	10	0.1
CCOC(=O)N1CCC(=C(C#N)C(=O)Nc2cc(OC)ccc2OC)CC1	-0.1	4	2	-0.3
CCCOc1ccc(C(O)(CCN2CCCCC2)c2ccccc2)cc1 (stereo not given)	0.2	15	14	-1.9
Clc1ccc(Cc2ccncc2)cc1	-0.1	-1	3	-0.3
O=C1CC(c2ccccc2)CC2=C1C(c1coc3ccccc3c1=O)Nc1ccccc1N2 (stereo not given)	0.0	23	5	2.1
N/N=C1\CCCc2c1[nH]c1ccc(F)cc21	-0.1	2	7	-0.2
O=C(N[C@H]1C[C@H]2C(=O)N[C@H](Cc3ccccc3)C(=O)N2C1)c1cccc(F)c1F	0.0	16	5	-1.1
CCCC1(C2CCN(C(=O)C(=O)C(C)CC)CC2)NC(=O)N(CCc2cccs2)C1=O (stereo not given)	0.1	-6	11	0.5
COC(=O)c1ccc(Nc2nc(NCc3ccco3)c3ccccc3n2)cc1	-0.1	-12	75*	-6.3
COc1ccc(CCN(C)CCC(=O)NCc2ccccc2)cc1OC	0.0	-1	-9	1.8
C=CCn1c(=O)c(C(=O)Nc2ccc(OCC)cc2)c(O)c2ccccc21	-0.2	5	16	-1.4
(next part)
SMILES	FBW7 activator	MITF primary	TEAD-YAP block	GPR151 ag
CC(C)[C@H]1NC(=O)[C@@H]2C[C@H](NCc3ccc(F)c(F)c3)CN2C1=O	-0.2	0	-1	-1.4
COc1ccc(/C=C/c2nc3ccccc3c(=O)n2-c2cccc(C(F)(F)F)c2)cc1	0.0	2	-2	0.4
COc1ccc(-n2c(SCc3ccccc3)nc3ccsc3c2=O)cc1	0.2	2	4	-0.4
Cc1cccc(N(CC(=O)NCc2ccccc2)S(C)(=O)=O)c1C	0.0	3	8	-0.4
COCCn1c(=O)c(=O)n(CC(=O)N2CCc3ccccc32)c2cc(C(F)(F)F)ccc21	0.2	11	4	-0.8
Cc1cccc(Nc2ncccc2C(=O)N2CCCC2)c1	0.0	18	2	1.1
COc1ccc(/C=C/C(=O)NCCn2c(C)cc3ccccc32)cc1OC	0.2	22	8	-1.1
Clc1cccc(-n2cc(-c3ccccc3)c3c(NCc4cccs4)ncnc32)c1	0.0	14	-6	-0.9
CN(C)C1c2cccc3cccc(c23)C1NS(C)(=O)=O (stereo not given)	-0.1	9	-2	0.4
CCOC(=O)c1ccc2ncc(C(=O)OCC)c(Nc3ccc(OC)c(OC)c3)c2c1	0.1	-1	-9	-0.1

One compound at a time, from the list above:
COCCn1c(=O)c(=O)n(CC(=O)N2CCc3ccccc32)c2cc(C(F)(F)F)ccc21 as listed: FBW7 activator: 0.2; MITF primary: 11; TEAD-YAP block: 4; GPR151 ag: -0.8
Cc1cccc(N(CC(=O)NCc2ccccc2)S(C)(=O)=O)c1C as listed: FBW7 activator: 0.0; MITF primary: 3; TEAD-YAP block: 8; GPR151 ag: -0.4

(cont.)
SMILES	FBW7 activator	MITF primary	TEAD-YAP block	GPR151 ag
CC(=O)c1ccccc1OCC(O)CN1CCN(CCO)CC1 (stereo not given)	0.0	5	-1	1.0
COCCn1c(Cc2ccccc2)nnc1SCC(=O)c1ccccc1	-0.1	3	9	1.8
CCOc1cc(-c2noc(CCCC(=O)NC3CCCCC3)n2)ccc1OC	-0.1	3	4	-0.7
CCOC(=O)C(Sc1nc(C)cc(=O)[nH]1)C(=O)OCC	0.0	1	-8	0.5
CC(Sc1nnc(-c2cccnc2)n1-c1ccccc1C(C)C)C(=O)NC(N)=O (stereo not given)	-0.1	-4	1	0.2
O=C(c1ccc(CNS(=O)(=O)c2ccc(Cl)cc2)cc1)N1CCCC1	0.1	5	-16	6.5*
CCOC(=O)c1c(NC(=O)CSc2nnc(-c3ccc(OC)cc3)o2)sc(C)c1C	0.9	2	-5	-0.4
CCOC(=O)N1CCN(C(=O)CN2CCN(c3ccc(C(C)C)cc3)C2=O)CC1	0.0	6	1	0.2
CC(C)CCN1CCN(Cc2nc(-c3ccccc3)cs2)CC1CCO (stereo not given)	-0.1	0	4	-0.1
O=C(OCc1ccccc1)c1cc(S(=O)(=O)N2CCCCC2)ccc1Cl	0.8	4	-4	-1.3
Cc1cc(-c2cncnc2C2CCCN(C(=O)c3sc(C)nc3C)C2)on1 (stereo not given)	0.1	12	-6	-0.5
CC(C)(C)N=c1scc(-c2ccccc2)n1Cc1ccccc1	-0.1	20	-4	1.3
COc1ccc(-n2nc3c(c2NC(=O)c2ccco2)CS(=O)(=O)C3)cc1	-0.2	-13	-4	-0.6
CCOC(=O)C(=O)Nc1nnc(C(C)C)s1	-0.1	30	8	1.6
COc1cc(SC)ccc1C(=O)Nc1cccc(C(C)=O)c1	-0.3	5	-58	-0.2
Cc1ccc(C(=O)N/C(=C/c2ccc(Cl)cc2)C(=O)NCCC(=O)O)cc1	0.7	8	-2	0.5
O=S(=O)(NCCc1ccccn1)c1ccc(-c2ccccn2)s1	-0.2	6	-1	-0.1
CCCc1nc2ccccc2n1Cc1ccccc1	0.0	6	-55	-1.6
O=C1NC(Nc2nc3ccccc3s2)(C(F)(F)F)C(=O)N1c1ccccc1 (stereo not given)	-0.2	5	8	-0.9
CCOC(=O)c1c(NC(=O)CSc2nnc3c4cc(Br)ccc4n(C)c3n2)sc2c1CCN(C)C2	0.8	2	-14	1.7

By substructure: the compounds so far containing a tert-butyl group.
SMILES	FBW7 activator	MITF primary	TEAD-YAP block	GPR151 ag
CC(C)(C)NC(=O)C1Cc2ccccc2CN1S(=O)(=O)c1ccc(F)cc1 (stereo not given)	0.0	-9	1	-0.2
CC(C)(C)N=c1scc(-c2ccccc2)n1Cc1ccccc1	-0.1	20	-4	1.3

The listing continues:
SMILES	FBW7 activator	MITF primary	TEAD-YAP block	GPR151 ag
O=C(Nc1ccc(OC(F)(F)F)cc1)c1ccc(N2CC3CC(C2)c2cccc(=O)n2C3)c(NC(=O)c2ccc(Br)o2)c1 (stereo not given)	0.0	-3	2	1.8
COc1ccc(CC(=O)Nc2ccc(CC#N)cc2)cc1	0.0	7	-9	-1.6
Cc1cc(C2(C(F)(F)F)NCC(C)NC2=O)cc(C)c1O (stereo not given)	0.1	2	2	-0.2
CCC(=O)N[C@@H]1c2ccccc2C2(CCN(Cc3ccn[nH]3)CC2)[C@H]1OC	0.0	8	2	1.7
Cc1ccc(C(CCN)c2ccco2)cc1 (stereo not given)	0.6	-13	-7	-0.8
O=C(CN1CCCC1)N/N=C/c1ccc(O)c([N+](=O)[O-])c1	-0.1	31	3	-0.6
O=C1OC(c2ccc(Cl)cc2)=N/C1=C\c1ccco1	0.0	-8	2	-1.0
Cc1cccc(OCCC(=O)NNC(=O)Cc2ccccc2)c1	0.0	-9	2	1.7
Cc1nccc2[nH]c(=O)c(C(=O)NCCCN(C)C3CCCCC3)cc12	-0.1	12	6	2.1
COc1ccc(OC)c(NC(=O)CNC(=O)c2cn(-c3ccccc3OC)c(=O)c3ccccc23)c1	-0.1	-7	4	-0.2
COc1cccc(NC(=O)N2CCC(NC(=O)OC(C)(C)C)CC2)c1	0.0	12	-1	-0.4

Screening data as filed in PubChem.
